Source: PubChem (several laboratories)
GPR55 beta-arrestin: GPR55 agonists via beta-arrestin recruitment, primary screen, imaging, U2OS cells, beta-arrestin-GFP redistribution (AID 1961); U2OS GPR55 beta-arrestin-GFP redistribution imaging; higher % means a stronger effect; activation, % at 10 µM, or EC50 in µM where a hit was titrated; 0.048% of 290,000 active;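 active = activation above 40% with more than 50 cells counted in the well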;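 note: U2OS osteosarcoma cells stably expressing GPR55 and beta-arrestin-GFP; plate controls were DMSO negative control for no effect and LPI positive control for full effect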
M17LAP inhibition: P. falciparum M17LAP inhibitors, primary screen, biochemical, fluorogenic H-Leu-NHMec substrate, 1536-well (AID 1619) | recombinant M17LAP, H-Leu-NHMec fluorogenic kinetic assay; higher % means a stronger effect | inhibition, % at 30 µM; hits with a dose series show IC50 in µM | 0.38% of 220,000 active;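 active = compound inhibiting the enzyme by more than half at any dose during confirmatory dose-response retesting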;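 note: plate controls were full reaction with DMSO carrier for no effect and no enzyme background for full effect; strong numbers were not always called active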
Dynein transport: dynein cargo transport inhibition | 3617.4 mouse cells, GR-EGFP nuclear translocation imaging; test concentration mostly 20 µM; stimulated with dexamethasone, 1 µM; stronger effect = lower value | z-score, hits read low | 0.47% of 220,000 active | AID 1381;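 active = plate z-score of nuclear minus cytoplasmic receptor signal below a set negative limit, without overly bright fluorescence or cell loss, cut at about -3.5 in these data, passing the limit was not always enough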;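 note: z-score of nuclear minus cytoplasmic ring GR-EGFP intensity difference per well; some compounds called inactive have numbers as strong as hits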
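medium = tetracycline-free induction medium containing charcoal-stripped FBS | probe or stimulus = dexamethasone, 1.0 µM final | timing = 48 h induction, then 1 h compound, then 30 min agonist, 37 °C | detection = automated 10x imaging of fixed Hoechst-stained cells | read-out basis = nuclear versus cytoplasmic GR-EGFP signal, averaged per well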
NOD1 inhibition: inhibition of NOD1-driven NF-kB reporter – cell-based, luminescence, uHTS, primary screen (AID 1578). NOD1-driven NF-kB luciferase reporter cells, luminescence; higher % means a stronger effect. 1% of 290,000 active. one-dose inhibition, % at 4 µM; EC50 in µM for titrated hits; in the data active = inhibition mostly above about 36%, no sharp cut-off; inactive = mostly below about 34%;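 note: HEK-293T reporter cells stimulated with the NOD1 agonist gamma-tri-DAP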
NOD2 inhibition: inhibition of NOD2-driven NF-kB reporter – cell-based, luminescence, uHTS, HEK293 (AID 1566); HEK293 NOD2/NF-kB luciferase reporter, luminescence; higher % means a stronger effect; inhibition, % at 4 µM; hits with a dose series show EC50 in µM; 0.63% of 290,000 active; note: many of its hits are not listed in these tables
KOR beta-arrestin-1: kappa opioid receptor blockers – cell-based, luminescence, uHTS (AID 1778); KOR beta-arrestin recruitment, luminescence, antagonist mode; higher % means a stronger effect; inhibition, % at 10 µM, or IC50 in µM where a hit was titrated; 0.091% of 290,000 active; note: strong numbers were not always called active
KOR beta-arrestin-2: KOR agonists, beta-arrestin recruitment, primary screen, cell-based, luminescence, uHTS (AID 1777) | KOR beta-arrestin recruitment, luminescence; higher % means a stronger effect | activation, % at 10 µM; hits with a dose series show EC50 in µM | 0.02% of 280,000 active; in the data active = activation above about 50%, passing the limit was not always enough; note: a part of the inactive calls stands beside numbers as strong as those of hits
AID2073: disruptors of CaV2.2 binding to Mint1 – biochemical, HTRF (AID 2073); HTRF protein-protein interaction, Mint1-CaV2.2; higher % means a stronger effect; inhibition, % at 20 µM, or IC50 in µM where a hit was titrated; 0.19% of 290,000 active; in the data active = inhibition mostly above about 51%, no sharp cut-off; note: some results filed as inactive read as strong as hits
P. falciparum M1AAP: malaria alanyl aminopeptidase activity blockers – biochemical, fluorogenic H-Leu-NHMec substrate, 1536-well (AID 1445); inhibition, % at 30 µM, or IC50 in µM where a hit was titrated; recombinant M1AAP, H-Leu-NHMec fluorogenic kinetic assay; higher % means a stronger effect; 0.42% of 220,000 active;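 active = primary inhibition above the hit cutoff, then over 50% inhibition at one or more dose response concentrations, cut at about 23% in these data, passing the limit was not always enough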;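 note: plate controls were DMSO full reaction for no effect and no enzyme background for full effect; strong numbers were not always called active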
Dynein transport cytoplasmic EGFP: recorded beside Dynein transport, whose call it bears; z-score; measured here: cytoplasmic GR-EGFP intensity; stronger effect = higher value
Dynein transport nuclear GR-EGFP: also measured in Dynein transport; calls as there; z-score; measured here: nuclear GR-EGFP intensity;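 lower value marks the stronger effect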
Dynein transport cell count: recorded beside Dynein transport, whose call it bears; z-score; measured here: cell count per field
* = called active by the depositor; nt = not tested or not shown; [ ] = another dose, or the depositor's remark. Cut-off read from the data, not from the text of the source, unless noted: active = inhibition above about 50%; inactive = the rest.

entry	molecule	GPR55 beta-arrestin	M17LAP inhibition	Dynein transport	Dynein transport cytoplasmic EGFP	Dynein transport nuclear GR-EGFP	Dynein transport cell count	NOD1 inhibition	NOD2 inhibition	KOR beta-arrestin-1	KOR beta-arrestin-2	AID2073	P. falciparum M1AAP
1	COC(=O)c1ccccc1NC(=O)c1ccccc1OC	0.6%	1.4%	-0.379	-0.245	0.0372	-0.361	-47.5%	-2.9%	-9.5%	-3.7%	0.0%	-4.4%
2	CC(C)CNC(=S)N(CCN(C)C)Cc1cc2cc3c(cc2[nH]c1=O)OCO3	-0.2%	nt	nt	nt	nt	nt	-4.7%	8.0%	-39.6%[20 µM]	4.6%	-22.7%	nt
3	CCOC(=O)c1sc2nc(CSc3ccccc3)nc(N3CCC(C(N)=O)CC3)c2c1C	-0.4%	2.0%	-0.323	-0.342	-0.186	0.347	-17.9%	1.8%	4.4%	8.5%	8.0%	9.2%
4	Cc1ccc(S(=O)(=O)N2C(=O)CCC2C(=O)Nc2ccc3c(c2)OCCO3)cc1 (centres undefined)	-0.1%	1.7%	-0.179	-0.0706	0.546	-1.37	nt	24.4%	7.1%	-2.0%	-3.8%	2.0%
5	CCOC(=O)c1cnc2nc(N3CCOCC3)nn2c1N	-0.5%	-3.3%	-0.659	-0.25	-0.295	0.455	-38.8%	-9.3%	-12.5%	3.0%	-1.2%	2.0%
6	CCOC(=O)c1cnc2ccc(C(=O)OC)cc2c1NCCc1ccc(OC)c(OC)c1	0.0%	-10.0%	0.816	-0.0335	0.515	0.179	-20.3%	-0.2%	-5.0%	2.7%	0.0%	2.2%
7	COc1ccc(OC)c(CN(CCN2CCOCC2)S(=O)(=O)c2ccc(NC(C)=O)cc2)c1	0.3%	-3.6%	-0.07	-0.25	0.376	-0.436	-0.5%	4.6%	7.3%	1.6%	-5.7%	-5.6%
8	Cc1ccc2cc(CN(Cc3ccc(F)cc3)Cc3nnnn3C3CCCC3)c(=O)[nH]c2c1	0.8%	-7.2%	0.835	-0.189	1.19	0.144	-29.0%	-21.2%	-5.0%	38.5%	-0.8%	9.8%
9	Cn1ccnc1SCC(=O)c1cccc(C(F)(F)F)c1	-0.1%	nt	nt	nt	nt	nt	-53.3%	-9.8%	-17.4%	3.6%	-9.6%	nt
10	Cc1cc(C)n(CCC(=O)N2CCN(S(=O)(=O)c3ccc(C)c(C)c3)CC2)n1	-0.2%	nt	nt	nt	nt	nt	-25.4%	-3.1%	-8.0%	-0.8%	10.1%	nt
11	Cc1ccc(C(=O)N2CC(=O)Nc3ccccc32)o1	0.1%	27.9%	0.201	-0.189	-0.169	0.00871	-23.2%	12.9%	1.1%	-1.1%	-2.0%	0.7%
12	Cc1ccc(CSc2ncnc3onc(C)c23)cc1	1.2%	-3.9%	0.768	-0.168	0.327	-0.221	1.6%	7.5%	46.0%	-0.8%	8.3%	-0.3%
13	COc1ccc(/C(N)=N/O)cc1O	-0.3%	-14.4%	-0.16	-0.182	-0.26	-0.0829	-30.3%	-11.1%	-18.1%	6.9%	-4.4%	7.5%
14	Cn1c(CC(=O)Nc2ccccc2)nnc1SCCOc1ccccc1	-0.1%	-3.1%	0.246	-0.212	0.322	0.299	-17.6%	-15.6%	27.8%	4.0%	-12.3%	-4.0%
15	O=C1NC[C@@H](Cc2cccc3ccccc23)N(CCc2cc(C(F)(F)F)cc(C(F)(F)F)c2)C1=O	-0.1%	-7.3%	-1.21	-0.737	-0.539	0.624	-7.9%	12.3%	13.3%	-0.6%	7.3%	15.3%
16	CC(=O)c1cccc(NC(=O)/C(=C\c2cccnc2)NC(=O)c2ccc(C)cc2)c1	-0.1%	nt	nt	nt	nt	nt	14.3%	9.1%	-14.5%	-0.8%	0.8%	nt
17	O=C(COC(=O)C1CCC(=O)N1)Nc1ccccc1Br (centres undefined)	0.3%	13.6%	0.703	-0.0938	0.301	0.383	-22.6%	9.3%	21.8%	-12.5%	7.9%	-2.5%
18	Cc1cc(C)c(S(=O)(=O)N(C)CC(=O)NCCCn2ccnc2)c(C)c1	0.0%	nt	nt	nt	nt	nt	-22.1%	3.9%	-11.2%	-4.0%	9.7%	nt
19	CN(CC(=O)NCCc1ccccc1)S(=O)(=O)c1cnc[nH]1	-0.1%	-8.9%	0.293	-0.286	-0.325	0.0722	-20.4%	-2.8%	-20.2%	-0.3%	-10.2%	4.5%
20	CCOC(=O)Cn1c(CN2CCc3ccccc3C2)nc2c1c(=O)n(C)c(=O)n2C	-0.1%	-0.6%	-0.88	-0.239	-0.269	1.23	-35.3%	-5.2%	-30.5%	-0.2%	10.4%	5.1%

Overlap with the part before: 2 compounds, then new ones.
entry	molecule	GPR55 beta-arrestin	M17LAP inhibition	Dynein transport	Dynein transport cytoplasmic EGFP	Dynein transport nuclear GR-EGFP	Dynein transport cell count	NOD1 inhibition	NOD2 inhibition	KOR beta-arrestin-1	KOR beta-arrestin-2	AID2073	P. falciparum M1AAP
19	CN(CC(=O)NCCc1ccccc1)S(=O)(=O)c1cnc[nH]1	-0.1%	-8.9%	0.293	-0.286	-0.325	0.0722	-20.4%	-2.8%	-20.2%	-0.3%	-10.2%	4.5%
20	CCOC(=O)Cn1c(CN2CCc3ccccc3C2)nc2c1c(=O)n(C)c(=O)n2C	-0.1%	-0.6%	-0.88	-0.239	-0.269	1.23	-35.3%	-5.2%	-30.5%	-0.2%	10.4%	5.1%
21	COc1ccccc1N1CCN(C(=O)c2ccc(S(=O)(=O)N3CCCCCC3)cc2)CC1	-0.2%	15.5%	2.13	-0.125	0.785	-1.98	-9.3%	1.4%	34.0%	-2.2%	-4.4%	2.8%
22	COn1c(=O)c(-c2cccc(Br)c2)[n+]([O-])c2ccccc21	-0.1%	nt	nt	nt	nt	nt	1.8%	-0.8%	-17.7%	1.0%	12.3%	nt
23	Cc1c(NC(=O)c2ccc(Br)o2)cccc1C(=O)O	-0.1%	-10.4%	1.13	0.126	0.566	-0.731	-39.4%	-17.0%	15.2%	-2.7%	-5.7%	4.6%
24	CCCc1nnc(SCC(=O)Nc2ccccc2F)o1	0.7%	nt	nt	nt	nt	nt	-35.4%	4.0%	-0.9%	-1.3%	33.6%	nt
25	CN1CCN(c2nc(-c3ccc(Br)cc3)nnc2-c2ccccc2)CC1	0.2%	0.1%	-0.442	-0.217	-0.763	0.227	-17.5%	-12.6%	-11.6%	-0.4%	7.8%	-0.1%
26	COc1ccc(O)c(CN2CCCC(N3CCc4ccccc4C3)C2)c1 (centres undefined)	0.3%	nt	nt	nt	nt	nt	-18.9%	-20.0%	-35.2%	0.2%	1.3%	nt
27	Cc1cc(=O)[nH]c(SCC(N)=O)c1C#N	-0.2%	26.1%	0.896	-0.202	0.449	-0.697	3.2%	17.7%	15.1%	2.2%	23.6%	-0.8%
28	Cc1nonc1NCn1nnc2ccccc21	0.0%	57.3%	0.67	-0.246	-0.729	0.502	-8.4%	5.0%	-9.6%	0.0%	0.9%	-1.1%
29	CCCn1c(=O)c(F)cn(Cc2ccc(OC)c([N+](=O)[O-])c2)c1=O	0.0%	1.0%	-0.0488	-0.106	-0.546	0.437	9.9%	13.3%	-1.8%	1.2%	7.7%	1.9%
30	O=C(N=C1SC2CS(=O)(=O)CC2N1c1cccc(Cl)c1Cl)C1CC1 (centres undefined)	0.8%	nt	nt	nt	nt	nt	-42.1%	-7.3%	-3.1%	-1.1%	1.9%	nt
31	CCOc1ccc(C2=C/C(=C/c3cccnc3)C(=O)O2)cc1	-0.1%	12.1%	-1.33	-0.153	-0.73	0.614	-13.0%	12.7%	-37.9%	-1.0%	24.4%	6.4%
32	C=CCSc1nnc(NC(=O)CSc2nc(CCC)cc(=O)[nH]2)s1	-0.2%	8.8%	-0.858	-0.245	-0.391	0.0349	-21.8%	-1.2%	14.4%	9.7%	-0.4%	2.8%
33	COC(=O)c1cccc(CSC(=S)N2CCCC2)c1	-0.1%	nt	nt	nt	nt	nt	-2.4%	4.8%	31.6%	1.2%	-12.6%	nt
34	CCOC(=O)c1c(NC(=O)Cn2nc(C(F)(F)F)cc2C)sc2c1CCC2	-0.4%	-15.9%	0.902	-0.247	0.645	-1.08	-11.1%	-15.9%	-19.0%	2.5%	-1.3%	0.3%
35	Cc1cc(C)c(NC(=O)Cc2ccc(-n3cccc3)cc2)c(C)c1	-0.3%	13.9%	0.789	-0.109	0.296	-0.64	-23.8%	8.7%	3.8%	11.4%	1.9%	3.5%
36	Cc1cccc(-c2nnc(-c3ccc(N)cc3)o2)c1	-0.2%	-1.9%	-0.907	-0.302	-0.58	2.24	-18.9%	-83.1%	-43.2%	-4.7%	19.7%	1.4%
37	O=C(NCc1ccccc1)C1CCCN(S(=O)(=O)c2cccnc2)C1 (centres undefined)	-0.1%	-0.5%	2.82	1.5	2.47	-3.32	8.7%	3.8%	-2.8%	-2.0%	5.4%	20.0%
38	Cc1cc(=O)oc2cc(NC(=O)C(CCCN=C(N)N)NC(=O)OCc3ccccc3)ccc12 (centres undefined)	0.0%	nt	nt	nt	nt	nt	1.8%	-6.0%	-23.8%	6.2%	12.1%	nt
39	Cc1cc(O)ccc1NC(=O)c1ccccc1	-0.1%	-0.3%	0.339	-0.206	0.496	-0.326	-12.1%	7.2%	-17.0%	2.1%	-2.1%	9.9%
40	O=C(NCc1ccccn1)C1CCCN(S(=O)(=O)c2ccccc2)C1 (centres undefined)	-0.2%	-8.4%	-0.124	-0.236	-0.0357	0.0349	-31.0%	-8.1%	31.9%	-1.6%	-1.6%	7.3%
41	O=C(c1ccc(Cl)cc1)C1CCCN(Cc2cnn(-c3ccccc3)c2)C1 (centres undefined)	-0.3%	-4.4%	-0.583	-0.183	-0.19	0.377	nt	nt	-15.9%	-0.3%	7.2%	-3.7%
42	Cc1cc(C(=O)COc2ccc(-c3nnco3)cc2)c(C)n1Cc1ccccc1	-0.2%	-3.0%	1.04	-0.177	0.322	-0.45	35.9%	18.6%	-0.6%	-2.0%	4.0%	-0.6%
43	COc1ccc(/C=N/NC(=O)c2ccc(NC(=O)c3cccc([N+](=O)[O-])c3)cc2)c(C(=O)O)c1OC	0.3%	nt	nt	nt	nt	nt	-18.8%	-10.0%	-17.3%	3.6%	22.8%	nt
44	Cc1ccc(NC(=S)N(CCCN2CCC(C)CC2)Cc2ccco2)cc1	-0.4%	-0.8%	0.642	-0.338	0.577	0.139	-28.0%	-11.9%	-3.5%	1.2%	-30.0%	2.0%
45	CCOC(=O)c1ccc(N2C(=O)CC(Sc3ncccn3)C2=O)cc1 (centres undefined)	-0.2%	nt	nt	nt	nt	nt	-10.4%	-0.3%	8.7%	-2.8%	-2.0%	nt

Some of the compounds tested (hit frequency here may not be typical).
